Compound activity: PubChem, National Center for Advancing Translational Sciences (NCATS)
CCT modulator – modulators of cytosolic chaperonin (CCT/TRiC) activity | actives 0.3% (n = 360,000) | purified chaperonin ATPase assay, HTRF ADP detection, 30 min | activity change, % (no concentration beside the values), hits read low; in the data active = activity change below about -30%; note: % is set by controls: 0 for no effect and ±100 for the full control effect
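Enzyme 40 or 20 nM (batch-dependent) in Tris pH 7.4/KCl/MgCl2/DTT; cpd 76 uM single point; ATP 10 uM; 30 min 37 °C; Transcreener ADP HTRF detection, 30 min RT; ratio 665/615.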
Mm-Cpn inhibitor – inhibitors of Methanococcus maripaludis chaperonin (MmCpn). AID 504842. Potency, µM (doses to about 76.9 µM), without a hit: at the top dose activity, negative = inhibition, hits mostly inhibitors. actives 0.031% (n = 330,000). purified Mm-Cpn ATPase, ADP Transcreener TR-FRET; note: potency is the fitted concentration of half-maximal effect; % is set by controls: 0 for no effect and ±100 for the full control effect; nearly all actives have a fitted effect of over 80% in size
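TR-FRET (320 nm excitation; 590 and 665 nm emission) reports ADP made from 10 uM ATP by 25 nM enzyme; compounds were preincubated 10 min, reaction run 30 min, both at 37°C.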
Nrf2 block – inhibitors of Nrf2 signaling; A549 ARE-Fluc reporter, luciferase luminescence, 18-24 h; Potency, µM (titrated, usually from 46 µM), for inactives: at the top dose activity change, negative = inhibition, actives largely listed as inhibitors; actives 2.1% (n = 360,000); note: potency is the fitted concentration of half-maximal effect; % is set by controls: 0 for no effect and ±100 for the full control effect; nearly all actives have a fitted effect of over 60% in size
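A549 ARE_Fluc cells, 5000/well, 5% FBS OPTI-MEM; compounds in dose-response, 18-24 h at 37 °C/5% CO2; CellTiter-Fluor viability read (Ex 405/Em 525), then BugLite luciferase luminescence = Nrf2 activity.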
Abeta yeast res – compounds reversing amyloid beta toxicity in yeast | AID 1347071 | yeast expressing A-beta42, growth rescue, OD600, 48 h; response scale: 0% DMSO, 100% iron-clioquinol control | Potency, µM (top dose mostly 46.1 µM), for inactives: at the highest dose growth rescue, hits mostly activators | actives 0.063% (n = 410,000); note: potency is the fitted concentration of half-maximal effect; nearly all actives have a fitted effect of over 55% in size
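Yeast growth medium received pinned compounds, then yeast cells expressing toxic A-beta were added; plates incubated at 30 C for 48 hr. Growth read as absorbance at 600 nm, normalized to DMSO and equimolar FeCl3 plus clioquinol controls.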
TGFb SMAD3 inh – blocks TGF-b signaling; Potency, µM (titrated, usually from 46.1 µM), for inactives: top-dose activity, negative = inhibition, hits mostly inhibitors; actives 1.2% (n = 410,000); HepG2 CAGA-GFP TGF-b/SMAD3 reporter, GFP fluorescence, 18 h; TGF-beta stimulated, 500 pg/mL final; note: potency is the fitted concentration of half-maximal effect; % is set by controls: 0 for no effect and ±100 for the full control effect; nearly all actives have a fitted effect of over 65% in size
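TGF-beta reporter screen: HEPG2 CAGA-GFP, 1% FBS, 500 pg/mL TGF-beta final, 18 h; per-cell GFP summed per well; curves fitted and categorized by class.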
Akt phos inh – Akt phosphorylation inhibition; Neuro2A IGF-stimulated pAkt S473 HTRF, 20 min; stronger effect = lower value; activity change, % for hits at 50 µM; actives 0.32% (n = 360,000); AID 651550; in the data active = activity change below about -80%; inconclusive = mostly about -51% to -80%; note: % is set by controls: 0 for no effect and ±100 for the full control effect
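Neuro2A cells in DMEM with 0.5% FBS, overnight at 37 deg C, given compound at single 50 µM final, then IGF (6 nM final) for 20 min at 37 deg C. Lysed; phospho-Akt Ser473 by HTRF after 24 h, 665/615 ratio.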
A549 viability – A549 cytotoxicity, counter-screen for Nrf2 inhibitors; AID 504648; A549 ARE-Fluc cells, CellTiter-Fluor viability, 18-24 h; actives 0.16% (n = 390,000); Potency, µM (series often up to 46 µM), for inactives: at the top dose activity change, negative = cytotoxicity, usual class: inhibitors; note: potency is the fitted concentration of half-maximal effect; % is set by controls: 0 for no effect and ±100 for the full control effect
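Cytotoxicity counterscreen: CellTiter-Fluor fluorescence was measured in A549 ARE_Fluc cells after 18-24 h of compound exposure in a concentration series. The subsequent BugLite luminescent read reports ARE-luciferase activity.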
Nrf2 ARE act – activates Nrf2 signaling | AREc32 ARE-luciferase reporter (MCF7-derived line), luminescence, 24 h | Potency, µM (series often up to 46.1 µM), for the others: at the highest dose activation, usual class: activators | actives 0.31% (n = 410,000); note: potency is the fitted concentration of half-maximal effect; % of control where 0% means no effect; nearly all actives have a fitted effect of over 65% in size
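ARE-driven firefly luciferase activity in AREc32 cells measured after a 24 hr compound exposure at 37 deg C, using Steady-Glo reagent and a 30 min room-temperature hold.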
HepG2 viability – HepG2 cytotoxicity, counter-screen for TGF-b inhibitors; HepG2 CAGA-GFP viability, ATP luminescence, 18 h; Potency, µM (titrated, usually from 46.1 µM), for the others: at the highest dose activity change, negative = cytotoxicity, actives largely listed as cytotoxic; actives 0.76% (n = 410,000); note: potency is the fitted concentration of half-maximal effect; some results filed as inactive show a strong effect at the top dose
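HepG2 CAGA-GFP cells (1000/well, DMEM with 1% FBS) received compound, then TGF-beta at 500 pg/mL final, and were incubated 18 hours at 37 degrees C. Viability was read by CellTiter-Glo luminescence. Media-only wells were set as complete cell-killing and DMSO as no toxicity.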
* marks the source's active call; other numbers are inactive results; i = inactive; u = inconclusive; x = no result given; [ ] = another dose, or the depositor's remark. Unless noted, calls come from the whole dose curve; as a rule, active = well fitted curve in the direction sought with a large enough effect; inconclusive = small, poorly fitted or top-dose-only effect, or another doubt; inactive = no such curve, though single readings can be large; an effect the other way counts as inactive or inconclusive.

SMILES | CCT modulator | Mm-Cpn inhibitor | Nrf2 block | Abeta yeast res | TGFb SMAD3 inh | Akt phos inh | A549 viability | Nrf2 ARE act | HepG2 viability
Cc1ccc(S(=O)(=O)N2C[C@@H]3[C@H]4CC[C@H](C4)[C@@H]3[C@@H](C)C2CC(=O)c2ccccc2)cc1 (stereo not given in full) | -1.9 | 2% | -23% | 4% | -7% | i | 3% | 4.6% | -5%
O=C(Nc1nnc(-c2cccs2)s1)C1CC1 | -5.2 | -11% | u | 0% | 13% | i | -6% | u | 1%
CC(C)CCN(C)C1CCN(S(=O)(=O)c2cccc(C(F)(F)F)c2)CC1 | -1.1 | 3% | 9% | 8% | -13% | i | -6% | 0.5% | -43%
O=C(c1ccccc1)N1CCN=C1c1ccccc1 | 1.1 | 1% | 6% | 6% | -4% | i | -11% | -0.7% | 6%
Cc1cc(Cl)ccc1OCCCC(=O)NN | -1.8 | -2% | 4% | -15% | 6% | i | 7% | -0.3% | -3%
CCOc1cc(NC(=S)Nc2ccccc2)c(OCC)cc1NC(=O)c1ccc(OC)cc1 | -0.3 | -2% | -17% | 5% | 0% | i | -15% | -0.6% | -32%
CCOc1ccc(CCNC(=O)c2cc3sc(CC)cc3n2C)cc1OCC | x | x | 18µM* | -2% | u | x | 0% | 0.9% | -26%
CCN(CC(=O)Nc1ccccc1C(F)(F)F)C(=O)c1ccccc1SCC(=O)N1CCCC1 | -1.0 | -2% | 7% | 5% | -5% | i | -2% | 0.0% | 3%
CC(=O)c1cccc(Nc2c([N+](=O)[O-])c(=O)oc3ccccc23)c1 | -0.2 | 0% | u | 14% | 0% | i | -4% | u | -19%
COC(=O)c1c(C)oc2c1cc(NS(=O)(=O)c1c(C)cc(C)cc1C)c1ccccc12 | x | x | -88% | 3% | u | x | -6% | 3.6% | -36%
O=C(CCc1ccccc1)N=C1SC2CS(=O)(=O)CC2N1Cc1ccc(F)cc1 (stereo not given) | 3.3 | 0% | 1% | 1% | -1% | i | -7% | -0.5% | 5%
O=C1CSC(=Nc2cccc(C(=O)O)c2)N1 | -11 | 0% | 5% | -2% | 10% | i | 5% | 0.2% | -1%
CCN(CC)S(=O)(=O)c1ccc(C(=O)NN(C)C2=NS(=O)(=O)c3ccccc32)cc1 | -0.2 | -16% | 5% | 8% | 0% | i | 0% | 0.1% | -1%
CCOC(=O)N1CCN(C(=O)c2ccccc2SCC(=O)NCC2CCCCC2)CC1 | -2.6 | 0% | -11% | 7% | 2% | i | -7% | 3.8% | 0%
CCOC(=O)C(C)Oc1ccsc1C(=O)OC (stereo not given) | 0.2 | 0% | x | 12% | 28% | i | -3% | -0.3% | 6%
O=C(CNS(=O)(=O)c1ccc(C(=O)N2CCCCC2)cc1)N1CCCCC1 | 1.2 | 2% | u | 11% | -4% | i | -14% | 0.0% | -8%
Cc1cccn2c(=O)c3cc(C#N)c(=NC(=O)c4cccs4)n(CCCOC(C)C)c3nc12 | 2.0 | -3% | u | u | 15% | i | 1% | 5.7% | 17%
C[C@@H]1CN([C@@H](C)CO)C(=O)CCCn2nncc2CO[C@H]1CN(C)Cc1ccc2c(c1)OCO2 | 0.2 | x | x | 10% | 2% | i | x | -0.2% | 3%
Cn1nc(C(F)(F)F)c2cc(NC(=O)OCc3ccc(C(C)(C)C)cc3)sc21 | 0.9 | 2% | u | 10% | -2% | i | -4% | 0.4% | -26%
CCOC(=O)C1CN(S(=O)(=O)c2cccs2)c2ccc(CC(=O)OC)cc2O1 (stereo not given) | 1.1 | 0% | 1% | 16% | 0% | i | -4% | -0.5% | 0%

Full records, looked up by structure. Values in the order: CCT modulator, Mm-Cpn inhibitor, Nrf2 block, Abeta yeast res, TGFb SMAD3 inh, Akt phos inh, A549 viability, Nrf2 ARE act, HepG2 viability
O=C(CNS(=O)(=O)c1ccc(C(=O)N2CCCCC2)cc1)N1CCCCC1 is listed as 1.2, 2%, u, 11%, -4%, i, -14%, 0.0%, -8%
CCOC(=O)C1CN(S(=O)(=O)c2cccs2)c2ccc(CC(=O)OC)cc2O1 (stereo not given) is listed as 1.1, 0%, 1%, 16%, 0%, i, -4%, -0.5%, 0%
Cc1cccn2c(=O)c3cc(C#N)c(=NC(=O)c4cccs4)n(CCCOC(C)C)c3nc12 is listed as 2.0, -3%, u, u, 15%, i, 1%, 5.7%, 17%
O=C1CSC(=Nc2cccc(C(=O)O)c2)N1 is listed as -11, 0%, 5%, -2%, 10%, i, 5%, 0.2%, -1%
C[C@@H]1CN([C@@H](C)CO)C(=O)CCCn2nncc2CO[C@H]1CN(C)Cc1ccc2c(c1)OCO2 is listed as 0.2, x, x, 10%, 2%, i, x, -0.2%, 3%

Next part.
SMILES | CCT modulator | Mm-Cpn inhibitor | Nrf2 block | Abeta yeast res | TGFb SMAD3 inh | Akt phos inh | A549 viability | Nrf2 ARE act | HepG2 viability
CCN(CC)S(=O)(=O)c1ccc2nnn(OCC(=O)Nc3cccc(C#N)c3)c2c1 | -1.0 | -2% | -6% | 7% | 0% | i | -3% | 2.6% | -16%
Cc1cccc(NC(=O)/C(C#N)=C/c2ccc(C)o2)c1 | x | x | u | -6% | 4% | x | -11% | u | -17%
CCOC(=O)CSc1nnc(CNC(=O)c2ccc(OC)cc2)n1-c1ccc(OC)cc1 | 1.1 | 1% | 5% | 6% | -8% | i | 0% | 0.4% | 3%
CCCCNC(=O)c1c(N)[nH]c(C(=O)c2ccccc2)c1-c1ccccn1 | 0.2 | x | x | -11% | x | i | x | -0.8% | x
CCCCCN1C2=NCCN2c2ccccc21 | 1.1 | 1% | 11% | -10% | u | i | 6% | -0.5% | -16%
COc1ccc(S(=O)(=O)N2CCN(Cc3cc(OC)c(O)c(OC)c3)CC2)cc1 | -0.5 | 1% | 2% | -1% | -13% | i | -1% | -1.1% | 12%
CC(=O)c1ccc(NC(=O)CSC2=Nc3ccccc3N=C(c3ccc(F)cc3)C2)cc1 | x | x | x | -5% | u | x | -13% | 0.4% | 0%
C=CCn1c(-c2ccc(OC)cc2)nc2nc3ccccc3nc21 | -2.2 | 3% | 18% | 0% | 27% | i | -5% | -0.3% | 1%
Cc1cc(F)ccc1S(=O)(=O)N1CCCOC1CNC(=O)C(=O)NCc1ccccn1 (stereo not given) | -3.9 | 1% | 8% | 8% | 1% | i | -3% | 0.0% | 6%
O=C(NCC(c1ccco1)N1CCCCC1)c1ccc(COc2ccccc2)cc1 (stereo not given) | -1.3 | 2% | -4% | -14% | 8% | i | -7% | 3.5% | -10%
CCOCCCn1c(=S)[nH]c2cc(C(=O)NCCc3ccccc3)ccc2c1=O | 0.0 | -3% | -1% | -4% | 13% | i | -2% | 0.2% | 3%
CCNC(=S)N1CCN(c2nc(CC)nc3sc4c(c23)CCCC4)CC1 | -0.4 | -3% | u | -54%[inhibitor] | u | i | -18% | 3.0% | -15%
COc1ccc(N2C(=O)C3CCCN3C2c2cccs2)cc1 (stereo not given) | -0.3 | 4% | u | 0% | -1% | i | -4% | -0.9% | 2%
CCOC(=O)CN(C(=O)CSc1nnc(COc2ccc(OC)cc2)n1C)c1ccccc1 | 1.8 | -1% | 9% | 21% | 17% | i | 0% | 0.2% | 10%
CN(CC(=O)Nc1ccccc1Cl)C(=O)CCNC(=O)Nc1ccccc1 | -3.4 | 0% | -6% | -6% | -10% | i | 1% | 0.3% | 0%
COc1ccc(CC(O)COS(N)(=O)=O)cc1 (stereo not given) | -1.6 | 3% | 6% | -2% | 1% | i | 4% | -0.5% | -8%
COc1ccc(Cc2nc3ccc(C(=O)N(C)CCO)cc3o2)cc1 | 0.7 | -1% | 9% | -11% | -2% | i | 5% | -0.3% | 12%
CN(CC(=O)Nc1ccc(Cl)c(C(F)(F)F)c1)C(=O)c1cn2ccccc2n1 | 1.4 | -17% | u | -18% | u | i | 0% | 4.9% | -1%
CC1CC(=O)N(CC(=O)Nc2ccc(F)cc2F)c2ccccc2S1 (stereo not given) | x | x | -10% | -2% | 15% | x | -1% | -1.8% | 7%
CCN1CCCC1Cn1cnc2c([nH]c3cc(OC)ccc32)c1=O (stereo not given) | -3.5 | -1% | 16% | -2% | 23% | i | 3% | 1.0% | 0%
O=C(O)CNS(=O)(=O)c1ccc2c3c(cccc13)C(=O)N2 | -0.2 | -16% | -2% | -7% | -3% | i | 3% | 0.4% | 1%
CC1CN=C(c2cccn2Cc2ccc(F)cc2Cl)O1 (stereo not given) | 1.2 | -2% | 10% | 16% | 2% | i | 12% | -0.4% | 8%
Cc1cccnc1NC(=O)c1ccc2nc(N)sc2c1 | -4.4 | -2% | u | -5% | 2% | i | 3% | 2.8% | 1%
Cc1nnc2c3ccccc3c(Cl)nn12 | 1.4 | 3% | u | -2% | 1% | i | 0% | u | -4%
Cc1cc(NC(=O)Nc2cc(Cl)ccc2C)no1 | 0.9 | 2% | 4% | 5% | 3% | i | -5% | -0.3% | -53%
CC(C)n1c(CNC(=O)c2ccccc2F)nnc1SCC(=O)c1ccc(F)cc1 | 0.9 | x | -7% | -9% | 11% | i | 0% | 0.1% | 1%
COc1ccc(Cl)cc1S(=O)(=O)N1CCCc2ccccc21 | 0.1 | 3% | -12% | 8% | 2% | i | -1% | -1.5% | -3%
CCC1CCCCN1C(=S)NC(=O)c1cc(Br)ccc1Cl (stereo not given) | -1.5 | 0% | 11% | 11µM* | -23% | i | 0% | 4.7% | -54%
Cc1nc2c(C(=O)N3CCOCC3)cnn2c(C)c1Cc1ccc(Cl)cc1 | -0.4 | -3% | x | 0% | -7% | i | 5% | 0.2% | -11%
COC(=O)c1c(NC(=O)c2cccnc2)sc(C)c1C | -1.9 | 0% | 4% | -26% | -4% | i | 2% | 2.9% | 6%
